Compound activity (PubChem BioAssay)
KCNK9 inh: human KCNK9 channel inhibition | Q9NPC2 | HEK293 KCNK9, FluxOR thallium flux fluorescence; active compounds read low | B-score at 10 µM | 1.2% of 310,000 active;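 active means ratio B-score over 3 SD below the library mean, with starting fluorescence within 5 SD of its mean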;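 further: negative B-score means less thallium flux so channel inhibition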
DYRK1A inh: blocks rat Dyrk1A kinase activity; ADP-Glo luminescence, NFATc1 peptide; inhibition, % at 12.5 µM; 0.43% of 310,000 active; in the data active means inhibition above about 50%;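 further: plate controls were vehicle with enzyme for no effect and no enzyme for full effect; many of its hits are not listed in these tables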
PolyA inhibitor: yeast polyadenylation inhibition | AID 1875 | S. cerevisiae SKY197-pL101 polyadenylation reporter, beta-gal luminescence; efflux-impaired pdr1/pdr3 knockout yeast; score 100 = 6 SD above DMSO | calls only at 12 µM | 0.02% of 300,000 active;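 active means lowest replicate activity score at least 50, where 100 means six control SD above control mean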;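 further: yeast exposed to compound for 9 h at 30 °C; higher score means more reporter readthrough which indicates perturbed polyadenylation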
KCNK3 block: human KCNK3 channel inhibition, primary screen; CHO-KCNK3 thallium flux, FluxOR fluorescence; active compounds read low; B-score at 10 µM; 0.84% of 340,000 active; AID 602410;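 active means B-score under library mean minus 4 SD, starting fluorescence ratio at most library mean plus 5 SD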;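 further: more negative B-score means stronger inhibition of thallium flux through KCNK3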
Target sequence (O14649 whole entry, looked up): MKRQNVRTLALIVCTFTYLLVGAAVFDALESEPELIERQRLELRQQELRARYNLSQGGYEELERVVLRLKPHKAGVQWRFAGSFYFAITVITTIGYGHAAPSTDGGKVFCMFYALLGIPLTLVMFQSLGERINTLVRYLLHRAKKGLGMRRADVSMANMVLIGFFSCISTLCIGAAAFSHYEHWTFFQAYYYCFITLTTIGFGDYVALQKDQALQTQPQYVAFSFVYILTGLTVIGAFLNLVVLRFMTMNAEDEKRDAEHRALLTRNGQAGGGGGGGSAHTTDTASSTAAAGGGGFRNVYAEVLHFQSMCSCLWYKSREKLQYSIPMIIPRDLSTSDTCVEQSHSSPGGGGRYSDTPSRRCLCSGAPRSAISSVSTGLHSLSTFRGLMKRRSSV
RGS4 inh: human RGS4 inhibition; B-score at 10 µM; 0.45% of 310,000 active; HEK293 M3R/RGS4 inducible, Fluo-4 calcium flux; active compounds read high; triggered by carbachol at its EC20;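 active means B-score, a plate-corrected calcium signal, over three deviations above library mean, with baseline fluorescence within five deviations of library mean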;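 further: RGS4 expression induced by doxycycline in cells with stable M3 receptor; B-score is computed from the integrated fluorescence ratio over baseline after carbachol; higher B-score means a larger calcium signal and so more RGS4 inhibition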
Target sequence (P49798 whole entry, looked up): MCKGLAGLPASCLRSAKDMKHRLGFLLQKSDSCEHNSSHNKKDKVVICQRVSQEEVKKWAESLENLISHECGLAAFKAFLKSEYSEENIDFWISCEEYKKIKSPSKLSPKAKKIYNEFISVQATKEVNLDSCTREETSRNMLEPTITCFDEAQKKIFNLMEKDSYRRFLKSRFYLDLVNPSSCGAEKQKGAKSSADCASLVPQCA
GSK3A inh: blocks human GSK-3 alpha kinase. ADP-Glo luminescence, 60 min. inhibition, % at 10 µM. 0.1% of 320,000 active. AID 2650;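 in the data active means inhibition above about 50%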;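 further: GST-tagged GSK-3 alpha with peptide substrate and 25 µM ATP; 0% = DMSO neutral wells and 100% = GW8510 positive control wells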
Target sequence (P49840 whole entry, looked up): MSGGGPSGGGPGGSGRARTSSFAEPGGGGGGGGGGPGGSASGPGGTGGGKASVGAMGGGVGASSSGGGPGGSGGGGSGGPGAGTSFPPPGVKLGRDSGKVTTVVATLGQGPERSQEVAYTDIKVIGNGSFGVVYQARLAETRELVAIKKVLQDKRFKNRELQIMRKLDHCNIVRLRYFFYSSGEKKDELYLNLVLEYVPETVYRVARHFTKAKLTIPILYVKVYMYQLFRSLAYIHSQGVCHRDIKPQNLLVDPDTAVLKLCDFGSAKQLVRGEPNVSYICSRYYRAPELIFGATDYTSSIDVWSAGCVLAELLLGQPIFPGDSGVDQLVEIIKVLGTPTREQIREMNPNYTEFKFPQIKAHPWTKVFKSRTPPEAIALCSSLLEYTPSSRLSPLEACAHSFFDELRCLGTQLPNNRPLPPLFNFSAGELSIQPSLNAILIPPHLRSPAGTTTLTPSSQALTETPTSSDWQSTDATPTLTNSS
RGS4 pot: RGS4 potentiation or activation | HEK293 M3R/inducible RGS4, carbachol calcium flux Fluo4; active compounds read low | B-score at 10 µM | 0.92% of 310,000 active;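 active means B-score of the integrated calcium signal more than 4 SD below the library mean, with starting fluorescence not abnormally high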;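 further: negative B-score means reduced calcium response which marks RGS4 activation or potentiation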
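test system = M3R-expressing HEK293 line, RGS4 induced by doxycycline | probe or stimulus = carbachol at ECmax as muscarinic agonist stimulus | timing = dye loading 30 min 37 °C, buffer rest 30 min RT | signal = calcium dye Fluo4 fluorescence | evaluation = B score from integrated fluorescence ratio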
KCNQ1 inh: human KCNQ1 channel inhibition | CHO-K1 KCNQ1, FluxOR thallium flux fluorescence; active compounds read high | B-score at 10 µM | 1.3% of 310,000 active;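 active means compounds whose thallium flux B-score, printed positive for inhibition, exceeds three library SD while starting fluorescence stays within three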;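 further: channel opened by potassium depolarization with thallium stimulus after 20 min compound exposure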
GSK3B inh: human GSK3beta kinase inhibition; P49841; GST-GSK3beta kinase, ADP-Glo luminescence, 60 min; active compounds read low; activity score (negative = inhibition), % at 10 µM; 0.038% of 300,000 active; AID 2097;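 active means more than half of replicate wells score below -50%, meaning over 50% inhibition versus plate controls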;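 further: 0% = median DMSO wells and -100% = median GW8510 positive control wells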
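Test system: GST-fused GSK3beta enzyme, cell-free | Quantity: 1.6 ng GST-GSK3beta enzyme per well | Reagent: 25 µM ATP with peptide substrate | Schedule: 60 min enzyme reaction, room temperature | Signal: Luminescent ADP-Glo measurement of ADP formed | Read-out basis: Score relative to plate controls | Control set: DMSO and 20 µM GW8510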
KCNQ1 act: human KCNQ1 channel potentiation or activation; P51787; CHO-K1 KCNQ1, thallium flux FluxOR fluorescence; active compounds read high; B-score at 10 µM; 0.35% of 310,000 active;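 active means fluorescence ratio B-score, a plate-corrected score, at least three library SD, with initial intensity B-score within 5 SD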
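Schedule – 37 °C overnight plating, 90-min dark dye load, 20-min compound pretreatment · System – stable KCNQ1 CHO-K1 line · Probe or stimulus – thallium- and potassium-containing depolarizing buffer · Measured by – kinetic FluxOR fluorescence, 10 s baseline plus 110 s post-stimulus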
hERG rescue: compounds protecting human hERG from proarrhythmic drug block; Q12809; CHO-hERG, FluxOR thallium flux, dofetilide IC70 present; activation (rescue from dofetilide block), less the hit threshold, % at 10 µM; 0.51% of 310,000 active; AID 1511;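 active means activation above the mean of controls blocked by dofetilide plus 5 SD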;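 further: thallium influx through hERG after potassium depolarization seen as dye fluorescence rise; in these data hits start at about 4.7%; inactives centre near -7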
* marks the source's active call; other numbers are inactive results; i = inactive; x = no result given. The list is partial; rates above refer to the full screens.

SMILES	KCNK9 inh	DYRK1A inh	PolyA inhibitor	KCNK3 block	RGS4 inh	GSK3A inh	RGS4 pot	KCNQ1 inh	GSK3B inh	KCNQ1 act	hERG rescue
COc1cccc(/C=C2\SC(=S)N(CCCC(=O)N3CCCCC3CCO)C2=O)c1 (stereo not drawn)	i	3	i	i	i	-2	i	i	x	i	-11
O=C(Nc1ccccn1)Nc1ccccc1[N+](=O)[O-]	i	2	i	i	i	-2	i	i	-3	i	-3
Cc1cc(C(=O)COC(=O)c2ccc[nH]c2=O)c(C)n1C1CC1	i	-8	i	i	i	0	i	i	4	i	-13
CCc1ccc(N2CC(C(=O)Nc3ccc(S(=O)(=O)Nc4nccs4)cc3)CC2=O)cc1 (stereo not drawn)	i	0	i	i	i	-2	i	i	3	i	-10
Nc1c(NCc2ccccc2)c(=O)c1=O	i	-5	i	i	i	-1	i	i	-1	i	-3
O=C1CCN(Cc2nc(-c3ccc(Cl)cc3)no2)CCN1	i	-21	i	i	i	x	i	i	1	i	-2
CCc1ccc(NC(=O)C2(C)Cc3ccccc3C(=O)O2)cc1 (stereo not drawn)	i	-7	i	i	i	0	i	i	1	i	-3
Cc1ccc(-c2cc(C(=O)Nc3nccs3)c3ccccc3n2)o1	i	-3	i	i	i	0	i	i	-2	i	-32
CCCC(=O)N/C(N)=N/c1nc(C)c2ccccc2n1	i	5	i	i	i	0	i	i	1	i	-10
C=CCN1C(=NC(=O)CCC(=O)O)SC2CS(=O)(=O)CC21 (stereo not drawn)	i	-1	i	i	i	-3	i	i	3	i	-8
FC(F)Oc1ccc(/C=N/N2CCCCC2)c(OC(F)F)c1	i	x	i	x	i	-1	i	i	0	i	-6
O=C(C[n+]1cc(Br)cc2ccccc21)c1ccccc1	i	-3	i	i	i	-2	i	i	2	i	-7
O=C(COC(=O)c1n[nH]c(=O)c2ccccc12)c1ccccc1	i	2	i	i	i	0	i	i	-2	i	-5
CNC(=O)CN(c1ccc(C23CC4CC(CC(C4)C2)C3)cc1)S(C)(=O)=O	i	4	i	i	i	-2	i	i	-1	i	-6
COc1ccccc1NC1=C(Cl)C(=O)OC1OC(=O)c1ccco1 (stereo not drawn)	i	0	i	i	i	7	i	i	0	i	-8
CCn1ccnc1CN(C)C(=O)CC1C(=O)NCCN1Cc1c(F)cccc1Cl (stereo not drawn)	i	-2	i	i	i	0	i	i	2	i	-2
Cc1ccc(OCc2nc(-c3ccccn3)no2)c(Br)c1	i	-5	i	i	i	-1	i	i	1	i	-12
CCN(CCn1cccn1)C(=O)CCc1nnc(CCc2ccccc2OC)o1	i	-2	i	i	i	-1	i	i	6	i	-6
O=c1c2cc([N+](=O)[O-])ccc2nc2n1CCC2	i	5	i	i	i	0	i	i	10	i	-6
CCOC(=O)Cn1nc(/C=C/c2ccc(C(C)C)cc2)ccc1=O	i	6	i	i	i	1	i	i	0	i	-4
O=C(NCc1ccncc1)c1ccc2nc(Cc3ccccc3F)oc2c1	i	-3	i	i	i	-4	i	i	-10	i	-12
O=C(Cn1nnc(-c2ccncc2)n1)N(C1CCCCC1)C1CCCCC1	i	3	x	i	i	-2	i	i	-2	i	-5
CCCCn1c(=O)[nH]c(=O)c2c1nc(-c1ccc(OC)c(Br)c1)n2CC(C)C	i	1	i	i	i	2	i	i	-3	i	-5
CC(C)C1Cc2c(C#N)c(N)n(C)c(=S)c2CO1 (stereo not drawn)	i	6	i	i	i	0	i	i	0	i	-8
CC1(C)C(=O)OC(c2ccc([N+](=O)[O-])cc2)C(C)(C)C1=O (stereo not drawn)	i	6	i	i	i	-2	i	i	2	i	-5
CCN(CC)c1ccc(/C=N/N2C(=O)c3ccccc3C2=O)c(O)c1	i	0	i	i	i	-2	i	i	-1	i	-4
CCOC(=O)/C(C#N)=C1/SC(CC)C(=O)N1c1ccc(Br)cc1 (stereo not drawn)	i	-1	i	i	i	-2	i	i	-6	i	-5
CCn1c(SCC(=O)N/N=C/c2ccc(C)o2)nnc1-c1ccc(C)cc1	i	-6	i	i	i	0	i	i	0	i	-16
CCOc1ccc(Br)cc1S(=O)(=O)Nc1cccc(S(=O)(=O)N(C)c2ccccc2)c1	i	-5	i	i	i	-2	i	i	1	i	-2
O=C1C(Cl)=C(N2CCOCC2)C(=O)N1c1ccccc1Cl	i	0	i	i	i	2	i	i	3	i	-7
CC1CCN(C(c2nnnn2CCc2ccccc2)C(C)C)CC1 (stereo not drawn)	i	-5	x	i	i	-1	i	i	-3	i	-21
NNC(=S)Nc1cccc(Cl)c1	i	12	i	i	i	2	i	i	-1	i	-20
CCCC(=O)Nc1sc(C)c(-c2ccc(OC)cc2)c1C#N	i	2	i	i	i	x	i	i	-3	i	-16
Cc1ccnc(N/C=C(/NC(=O)c2ccccc2)C(=O)N/N=C\c2ccc(F)cc2)n1	i	-8	i	i	i	0	i	i	0	i	-13
COc1ccc(F)cc1S(=O)(=O)NCC(c1ccco1)N1CCc2ccccc2C1 (stereo not drawn)	i	-4	i	i	i	-2	i	i	-2	i	-22
Cc1noc(C)c1COc1ccccc1C(=O)N1CCN(S(=O)(=O)c2ccccc2F)CC1	i	9	i	i	i	-2	i	i	0	i	-10
S=C(NCc1ccco1)Nc1ccccc1Cl	i	-5	i	i	i	0	i	i	-3	i	-10
COc1ccc(OC)c(Cc2nnc(CCC(=O)NC3C4CC5CC(C4)CC3C5)o2)c1 (stereo not drawn)	i	-5	i	i	i	-7	i	i	1	i	-1
COCCn1c(COc2ccc(C)cc2)nc2ccccc21	i	10	i	i	i	x	i	i	-2	i	-5
COc1cc(C)c(CN2CCC(Cc3ccccc3)CC2)cc1C	i	-3	i	i	i	0	i	i	1	i	-9
Cc1ccc(-c2nnc(SCC(=O)O)n2N)cc1	i	-5	i	i	i	0	i	i	2	i	-13
CCOC(=O)C1C(c2cccc(F)c2)NC(=S)NC1(O)C(F)(F)F (stereo not drawn)	i	-2	i	i	i	x	i	i	-5	i	-8
O=C(O)c1ccccc1CSc1nc2ccccc2[nH]1	i	0	i	i	i	-3	i	i	-2	i	-5
CCCc1ccc2oc(C(=O)NCCCN3CCOCC3)c(C)c2c1	i	-12	i	i	i	1	i	i	0	i	-11
CCN(CC)CCNc1ccc(CO)c2sc3ccccc3c(=O)c12	i	15	i	i	i	2	i	i	-1	i	-8
COc1ccc(NC(=O)CN2C(=O)NC(c3ccccc3)(c3ccccc3)C2=O)cc1OC	-16*	7	i	i	i	-3	i	i	2	i	-2
CCC(=O)OCCNc1cc(Sc2nccn2C)c2nonc2c1[N+](=O)[O-]	i	-6	i	i	i	2	i	7*	-1	i	-38
C/C=C(/C)C(=O)OC1Cc2c(ccc3ccc(=O)oc23)OC1(C)C (stereo not drawn)	i	-12	i	i	i	2	i	i	3	i	-6
Cc1ccccc1C(=O)Nc1cccc(C(=O)N/N=C/c2ccccn2)c1	i	0	i	i	i	16	i	i	0	i	-4
CCOC(=O)Cn1cc(-c2ccccc2)nn1	i	10	i	i	i	0	i	i	0	i	-4
CCOC(=O)c1c(NC(=O)CC2SC(N)=NC2=O)sc2c1CCCC2 (stereo not drawn)	i	9	i	i	i	-2	i	i	1	i	-14
N=C1/C(=C/c2ccc(-c3cccc(C(=O)O)c3)o2)C(=O)N=C2SC(CC(=O)N3CCOCC3)=NN12	i	79*	i	i	i	4	i	i	4	i	-7
CCc1ccc(N=C2NC(=O)CS2)cc1	i	13	i	i	i	-2	i	i	2	i	-5
CCOC(=O)c1ccc(NC(=O)CNS(=O)(=O)c2ccccc2)cc1	i	-1	i	i	i	-5	i	i	3	i	-10
Cc1ccc(NC(=O)CCOc2ccccc2)cc1	i	-4	i	i	i	-2	i	i	4	i	-5
CCC1=Nc2cc(C(=O)NCc3ccco3)ccc2Sc2ccccc21	i	x	i	i	i	-2	i	i	2	i	-6
CC(C)c1cc(C(=O)O)c2cnn(C(C)C)c2n1	i	-5	i	i	i	-7	i	i	3	i	-6
COc1ccc(CCNC(=O)CSc2nc(=O)n3cc(C)ccc3n2)cc1OC	i	-4	i	i	i	-5	i	i	-1	i	-15
N#Cc1ccc(S(=O)(=O)N2CCN(c3ncccn3)CC2)cc1	i	x	i	i	i	-1	i	i	-3	i	-3
CCOc1ccc(N(CC(=O)N2CCN(c3ccccc3)CC2)S(=O)(=O)c2c(C)noc2C)cc1	i	-14	x	i	i	-1	i	i	2	i	0

Exported field by field: entries from further up.
CCOC(=O)Cn1cc(-c2ccccc2)nn1
  KCNK9 inh = i
  DYRK1A inh = 10
  PolyA inhibitor = i
  KCNK3 block = i
  RGS4 inh = i
  GSK3A inh = 0
  RGS4 pot = i
  KCNQ1 inh = i
  GSK3B inh = 0
  KCNQ1 act = i
  hERG rescue = -4

CCOC(=O)c1c(NC(=O)CC2SC(N)=NC2=O)sc2c1CCCC2 (stereo not drawn)
  KCNK9 inh = i
  DYRK1A inh = 9
  PolyA inhibitor = i
  KCNK3 block = i
  RGS4 inh = i
  GSK3A inh = -2
  RGS4 pot = i
  KCNQ1 inh = i
  GSK3B inh = 1
  KCNQ1 act = i
  hERG rescue = -14

Other records follow.
SMILES	KCNK9 inh	DYRK1A inh	PolyA inhibitor	KCNK3 block	RGS4 inh	GSK3A inh	RGS4 pot	KCNQ1 inh	GSK3B inh	KCNQ1 act	hERG rescue
CCOc1ccc(-n2c(=O)c3sccc3n(CC(=O)NCCc3ccc(OC)c(OC)c3)c2=O)cc1	i	-5	i	i	i	-2	i	i	1	i	-3
O=C(COc1ccc(C(=O)c2ccccc2)cc1)NCC(=O)Nc1ccccc1Br	i	1	i	i	i	3	i	i	3	i	-5
COCCSc1nnc(NC(=O)Cc2ccc(OC)c(OC)c2)s1	i	2	i	i	i	-2	i	i	1	i	-16
COc1ccc(N2CCN(C(=O)c3ccc4c(c3)NC(=O)C(CSCc3ccc(C)cc3)N4)CC2)cc1 (stereo not drawn)	i	x	i	x	i	-2	i	i	0	i	-3
CC1CN(C(=O)COC(=O)c2cc(S(N)(=O)=O)c(Cl)cc2Cl)CC(C)O1 (stereo not drawn)	i	-4	i	i	i	-4	i	i	2	i	-3
COc1cc(C(=O)Oc2ccc(/C=N/NC(=O)c3ccncc3)cc2)cc(OC)c1OC	i	-3	i	i	i	2	i	i	0	i	-10
